# CCT chaperon mod = changes cytosolic chaperonin activity. purified chaperonin ATPase assay, HTRF ADP detection, 30 min. activity change, % (test concentration not listed), hits read low. 0.3% of 360,000 active. AID 651819; in the data active means activity change below about -30%; further: on the % scale 0 is the no-effect control and ±100 the full control effect
#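 Nucleotide hydrolysis assay: TRiC at 20–40 nM final (set by batch activity) with 10 uM ATP, 30 min at 37 °C, in presence of 76 uM compound. Detection by competitive ADP HTRF, 30 min ambient.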
# EPAC1 agonist = EPAC1 (human) agonism; 0.073% of 360,000 active; Potency, µM (doses to about 154 µM), for inactives: at the highest dose activation, actives largely listed as activators; EPAC1 agonist qHTS, biochemical assay; response scale: 100% = response to 6.5 mM cAMP; O95398; further: potency means the concentration at half of the fitted maximal effect; nearly all actives have a fitted effect of over 60% in size
# Target sequence (O95398 whole entry, looked up): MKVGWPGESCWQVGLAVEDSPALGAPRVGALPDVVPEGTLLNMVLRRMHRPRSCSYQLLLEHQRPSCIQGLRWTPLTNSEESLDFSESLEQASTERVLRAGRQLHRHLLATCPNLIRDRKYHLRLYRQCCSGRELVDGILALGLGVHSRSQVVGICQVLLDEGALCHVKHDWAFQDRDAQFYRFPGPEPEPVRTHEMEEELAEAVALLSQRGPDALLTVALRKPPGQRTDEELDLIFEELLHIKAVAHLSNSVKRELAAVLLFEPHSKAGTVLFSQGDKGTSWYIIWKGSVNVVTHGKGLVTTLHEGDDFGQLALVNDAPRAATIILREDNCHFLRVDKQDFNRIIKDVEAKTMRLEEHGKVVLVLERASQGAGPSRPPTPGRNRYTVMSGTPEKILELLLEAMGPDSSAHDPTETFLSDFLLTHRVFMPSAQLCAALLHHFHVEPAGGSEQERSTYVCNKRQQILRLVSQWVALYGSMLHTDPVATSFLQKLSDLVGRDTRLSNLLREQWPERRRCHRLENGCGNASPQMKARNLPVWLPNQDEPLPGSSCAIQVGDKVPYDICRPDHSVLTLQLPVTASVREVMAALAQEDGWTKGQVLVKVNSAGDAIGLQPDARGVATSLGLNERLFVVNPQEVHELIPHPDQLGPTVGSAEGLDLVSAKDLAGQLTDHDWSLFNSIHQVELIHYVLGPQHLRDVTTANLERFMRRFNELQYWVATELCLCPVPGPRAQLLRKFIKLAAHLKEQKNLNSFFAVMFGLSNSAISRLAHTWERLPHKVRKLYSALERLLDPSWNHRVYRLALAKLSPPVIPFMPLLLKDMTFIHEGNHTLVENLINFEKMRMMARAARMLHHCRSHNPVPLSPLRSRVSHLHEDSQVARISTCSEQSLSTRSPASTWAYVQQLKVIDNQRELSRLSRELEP
#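 Read-out is the fluorescence drop as BODIPY-GDP leaves Rap1B (480 nm excitation, 540 nm emission), recorded every 5 minutes over 30 minutes. Reactions held 100 nM EPAC1, 250 nM Rap1B–BODIPY-GDP and 50 uM GDP, with 6.5 mM cAMP setting full activation.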
# WRN inhibitor = inhibitors of human WRN helicase; WRN helicase unwinding, fluorescent forked duplex, kinetic; Potency, µM (highest dose often 114 µM), inactives show top-dose activity change, negative = inhibition, hits mostly inhibitors; 0.46% of 360,000 active; further: potency means the concentration at half of the fitted maximal effect; on the % scale 0 is the no-effect control and ±100 the full control effect; nearly all actives have a fitted effect of over 55% in size
#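 WRN at 20 nM final was preincubated with compound for 15 min at room temperature; reaction started with 100 nM forked duplex oligonucleotide carrying fluorophore and quencher plus 2 mM ATP (final). Unwinding followed kinetically by red fluorescence (ex 525/em 598 nm).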
# PI5P4K alpha inh = PI5P4K alpha (human) kinase inhibition; P48426; PI5P4Kalpha enzyme, ADP-Glo luminescence, 60 min; stronger effect = lower value; max response, %; 1.2% of 330,000 active; active means max response of -50% or lower; inconclusive means between -30% and -50%; inactive means -30% or higher; further: value at the top dose of about 77 µM; on the % scale 0 is the no-effect control and ±100 the full control effect
#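 Quantitative HTS of the MLSMR library against PI5P4Kalpha with substrate. ATP added last at 5 microM final; room temperature, 60 minutes. Remaining ATP depleted, ADP converted and read as luminescence.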
# IL2 activator = IL-2 activation; IL-2 activation reporter assay, cell-based qHTS; stimulated with anti-CD3/CD4/CD28 beads; in transgenic mouse T cells; activation, % (series mostly up to about 46 µM); 0.065% of 360,000 active; AID 652025; in the data active means activation above about 50%; inconclusive means mostly about 30% to 49%; further: 0% is about no effect
#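 EGFP and DsRed fluorescence is measured by plate cytometry in unstimulated transgenic mouse T cells exposed to compound for 60 minutes, then stimulated 18 hours at 37 degrees C with anti-CD3/anti-CD4 beads plus anti-CD28.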
# PLK1 PBD inh = inhibitors of human PLK1 polo-box domain binding | Plk1 PBD binding of FITC phosphopeptide, fluorescence polarization | Potency, µM, without a hit: max response, negative = inhibition, usual class: inhibitors | 2.8% of 360,000 active | P53350; further: potency means the concentration at half of the fitted maximal effect; series mostly up to about 57 µM; on the % scale 0 is the no-effect control and ±100 the full control effect; nearly all actives have a fitted effect of over 65% in size
# EPAC2 agonist = agonists of human EPAC2 (RAPGEF4); Q8WZA2; EPAC2 activation, biochemical qHTS; response scale: 100% = 6.5 mM cAMP response; Potency, µM (top dose mostly 154 µM), without a hit: at the highest dose activation, most hits filed as activators; 0.079% of 360,000 active; AID 720711; further: potency means the concentration at half of the fitted maximal effect; nearly all actives have a fitted effect of over 50% in size
#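 Compounds were titrated in qHTS against a Rap1B-BODIPY-GDP (250 nM) complex with EPAC2 (100 nM) and GDP (50 uM). BODIPY-GDP release tracked at 480/540 nm over 30 min at room temperature, normalized to 6.5 mM cAMP.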
# EPAC1 antagonist = EPAC1 (human) antagonism; O95398; EPAC1 GEF assay, Rap1b-BODIPY-GDP exchange fluorescence; Potency, µM (top dose mostly 115 µM), without a hit: top-dose activity change, negative = inhibition, usual class: inhibitors; 0.14% of 360,000 active; AID 720709;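 further: potency means the concentration at half of the fitted maximal effect; plate controls were vehicle for no effect and positive control for full effect; nearly all actives have a fitted effect of over 50% in size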
# Starred values were filed as active, the others as inactive; ? = inconclusive; / = not tested or not shown; [ ] = dose if it differs, or a comment. Unless noted, the call rests on the fitted dose curve; in most records, active means well fitted curve in the direction sought with a large enough effect; inconclusive means small, poorly fitted or top-dose-only effect, or another doubt; inactive means no such curve, though single readings can be large; an effect the other way counts as inactive or inconclusive. Some of the compounds tested; rates above refer to the full screens.
# The line under a structure holds: CCT chaperon mod, PLK1 PBD inh, WRN inhibitor, EPAC1 agonist, EPAC2 agonist, EPAC1 antagonist, PI5P4K alpha inh, IL2 activator
CC(=O)c1sc2nsc(SCCN3CCCCC3)c2c1N
    0.4, -29%, -1%, 8%, 5%, 3%, -13, -1.7
COCCNC(=O)c1cc(-c2cccs2)on1
    -5.6, 3%, 3%, 1%, 6%, 4%, -4, -2.5
O=c1c(Cc2ccccc2)c(O)ccn1C1CCCCCCC1
    -0.1, -6%, -3%, -17%, 0%, -13%, 6, -0.3
CCn1nnnc1SCC(=O)NC1CCCC1
    2.3, -9%, 6%, -1%, 2%, 23%, 3, -0.3
CN(C(=O)CSc1nnc(-c2ccc3c(c2)OCO3)o1)C1CCS(=O)(=O)C1 (centres undefined)
    -6.2, -9%, 12%, 6%, 10%, -18%, 3, 1.4
COc1ccc(-c2nn(-c3ccccc3)cc2C(=O)Nc2ccc(C(=O)O)cc2)cc1
    -2.9, -15%, ?, -6%, 10%, 14%, 1, 0.2
O=C(c1cccs1)N1CCN(Cc2cccnc2)CC1
    1.2, -9%, 4%, 6%, 6%, 6%, 2, -1.8
COc1ccc(S(=O)(=O)n2ccc(-c3cnc(-c4ccccc4)s3)n2)cc1
    1.6, -3%, -8%, 1%, 3%, 1%, 15, -2.2
COc1ccc(C(=O)NCCS(=O)(=O)N2CCc3ccccc3C2)cc1OC
    -5.0, 4%, 3%, -1%, 1%, 7%, -4, -2.9
COC(=O)C1CCN(C(=O)CSc2nnc(-c3ccccc3)o2)CC1
    -1.6, -7%, 4%, 7%, -3%, -3%, -3, -2.8
O=C(N/N=C/c1cc2ccccc2nc1Cl)[C@H]1C[C@@H]1c1ccccc1
    0.6, -6%, -7%, 11%, 5%, -6%, 2, -1.0
Cn1c(=O)c2c(nc(N3CCCCCC3)n2CC(=O)c2ccccc2)n(C)c1=O
    -4.0, ?, 4%, -1%, -4%, 8%, 1, 0.0
Cc1sc(NC(=O)CSc2nnc(C(C)C)n2C)c(C#N)c1C
    -4.6, -12%, 0%, 4%, 8%, 2%, 1, -0.1
c1ccc(CSc2ccc(-c3cccs3)nn2)cc1
    0.0, -4%, 8%, -10%, 4%, -1%, 9, -3.5
COc1ccc(NC(=O)COC(=O)C2CCN(S(=O)(=O)c3cccs3)CC2)cc1
    1.2, 2%, 12%, -14%, 4%, -3%, 1, -0.3
Cc1nn2c(NCc3ccccn3)cc(C(C)C)nc2c1-c1ccccc1
    -0.3, -6%, -6%, 1%, 13%, -17%, 10, -0.9
CN(C)C(=O)N1CCCC(C(=O)NCc2ccc(F)cc2Cl)C1 (centres undefined)
    -5.7, 1%, 0%, 0%, 0%, 9%, /, 0.7
O=C(Cc1cccs1)N/N=C/c1ccco1
    1.3, -2%, -4%, -3%, 6%, -11%, -20, -1.4
O=C(CN1C(=O)NC2(CCCCC2)C1=O)Nc1ccc(S(=O)(=O)N2CCOCC2)cc1
    -2.5, -21%, -2%, -7%, 0%, -17%, -5, 1.0
COC(C(=O)Nc1ccnn1C1CCN(Cc2cccc(C)n2)CC1)c1ccccc1 (centres undefined)
    -0.8, 1%, -2%, -10%, 1%, -7%, -4, 0.3

# Next section; the last 4 above are carried over.
# The line under a structure holds: CCT chaperon mod, PLK1 PBD inh, WRN inhibitor, EPAC1 agonist, EPAC2 agonist, EPAC1 antagonist, PI5P4K alpha inh, IL2 activator
CN(C)C(=O)N1CCCC(C(=O)NCc2ccc(F)cc2Cl)C1 (centres undefined)
    -5.7, 1%, 0%, 0%, 0%, 9%, /, 0.7
O=C(Cc1cccs1)N/N=C/c1ccco1
    1.3, -2%, -4%, -3%, 6%, -11%, -20, -1.4
O=C(CN1C(=O)NC2(CCCCC2)C1=O)Nc1ccc(S(=O)(=O)N2CCOCC2)cc1
    -2.5, -21%, -2%, -7%, 0%, -17%, -5, 1.0
COC(C(=O)Nc1ccnn1C1CCN(Cc2cccc(C)n2)CC1)c1ccccc1 (centres undefined)
    -0.8, 1%, -2%, -10%, 1%, -7%, -4, 0.3
O=S(=O)(N/N=C/c1ccc(N2CCOCC2)cc1)c1ccc(Br)cc1
    -0.8, -7%, -2%, -14%, 1%, -6%, 1, 1.0
Cc1nc(S(=O)(=O)c2ccc(Cl)cc2)c(NCc2ccccc2)o1
    -1.5, 1%, -12%, 8%, 15%, -1%, -10, 0.2
Cc1ccc(NNC(=O)c2ccc(Cl)cc2)nn1
    -1.8, 2%, 2%, -1%, 6%, -8%, -17, 3.0
CCCCn1c(N)c(N(CC)C(=O)CSCc2ccc(C)cc2)c(=O)[nH]c1=O
    -2.2, -1%, 4%, -3%, 1%, 5%, -7, -0.8
Nc1ccn([C@@H]2O[C@H](COS(=O)(=O)O)[C@@H](O)[C@H]2O)c(=O)n1
    1.7, 1%, -5%, -15%, 5%, 0%, 7, 0.4
O=[N+]([O-])c1ccc(C[n+]2cc(-c3ccccc3)n3c2CCCCC3)cc1
    -1.7, -4%, 7%, -12%, 10%, -12%, -1, 1.1
Cc1nn2c(=O)c(NC(=O)c3ccc(F)cc3)cnc2s1
    -3.6, -14%, -24%, 5%, 5%, -16%, -7, -3.1
CNC[C@@H](CC1CCCCC1)NC[C@H](CC(C)C)NCCc1cccc(C(F)(F)F)c1
    -2.6, -13%, -2%, -27%, 3%, -22%, 3, -1.0
CCc1cc(CNC(=O)c2ccc(OC3CCN(C(C)=O)CC3)c(OC)c2)on1
    -0.1, -7%, -1%, 8%, 8%, 7%, 6, 0.1
Cc1cccn2c(=O)c(/C=C(\C#N)C(N)=O)c(N3CCN(c4cccc(Cl)c4)CC3)nc12
    -2.4, -11%, -4%[57.1 µM], -4%, 3%, -7%, -1, -0.4
CCOC(=O)[C@@H]1[C@H]2COc3cc(OC)ccc3[C@H]2N2C(=O)N(c3cccc(F)c3)C(=O)[C@@]12C
    -2.4, -8%, -3%, 5%, 10%, -23%, 9, 0.2
Cc1cnc(C(=O)NCc2ccc(F)cc2)cn1
    -3.4, -6%, -8%, 9%, 8%, 4%, -22, 4.0
Cc1c(CC(=O)NCC(=O)O)c(=O)oc2cc3oc4c(c3cc12)CCCC4
    -0.5, 0%, 1%, 4%, 9%, -12%, -4, -2.8
CC(C)n1nnnc1-c1ccc(Cl)cc1
    0.5, -8%, 8%, 9%, 10%, 12%, 0, -1.1
Cc1ccc(S(=O)(=O)N2CCCCC2)cc1NC(=O)COC(=O)Cc1ccc(Cl)cc1
    0.4, 2%, -14%, 7%, -1%, -13%, 5, -0.7
Cc1ccc(C(c2ccc(C)c(C)c2)C(O)C2OC(=O)C(O)C2O)cc1C (centres undefined)
    -0.4, -4%, 2%, -10%, 3%, -4%, 4, 0.7
Cc1c(C(=O)NC(=S)Nc2ccc(N3CCOCC3)cc2)cccc1[N+](=O)[O-]
    0.1, -6%, -11%, -2%, 12%, 17%, 1, 0.0
Cc1sc(NC(=O)/C=C/c2ccc3c(c2)OCO3)nc1-c1ccccc1
    0.6, 0%, -3%, 8%, 15%, -3%, -8, 0.0
Cc1c(C(=O)Nc2c(C)n(C)n(-c3ccccc3)c2=O)oc2ccc(Cl)cc12
    -1.9, -11%, 4%, 18%, 0%, -3%, 0, -2.6
Cn1ncc2c(NNC(=O)c3ccc(Cl)c(Cl)c3)ncnc21
    2.2, 1%, -4%, 7%, -3%, 4%, 10, -1.1

# Continued.
# The line under a structure holds: CCT chaperon mod, PLK1 PBD inh, WRN inhibitor, EPAC1 agonist, EPAC2 agonist, EPAC1 antagonist, PI5P4K alpha inh, IL2 activator
CS(=O)(=O)c1ccccc1-c1nnc(NC(=O)c2ccc(S(=O)(=O)N3CCCC3)cc2)o1
    -0.7, -16%, -7%, 9%, 6%, -5%, -18, -2.5
Cc1cc(=O)oc2cc(OCC(=O)N3CCN(C(=O)C4COc5ccccc5O4)CC3)ccc12 (centres undefined)
    -5.4, -12%, -2%, 9%, 13%, 8%, -3, -2.2
Cc1nnc(NC(=O)C2c3ccccc3Oc3ccccc32)s1
    -0.4, 21µM*, 6%, -5%, 8%, 2%, -10, -0.2
COc1ccc(OC)c(Cc2nnc(CCC(=O)NCc3ccsc3)o2)c1
    -0.7, -9%, 1%, 3%, 2%, 9%, -1, -1.1
COc1ccc(C2OC(=O)CC2C(=O)NC2CCCCCC2)cc1OC (centres undefined)
    -0.4, -9%, -9%, 2%, 8%, -1%, /, 2.4
O=c1c2cnn(-c3ccccc3)c2nc(-c2ccco2)n1-c1ccccc1
    -0.4, -8%, 1%, 11%, 7%, -8%, /, -1.9
CN(Cc1nc2ccccc2n1C)S(C)(=O)=O
    1.1, -1%, 5%, 6%, 2%, 3%, /, -3.0
O=S(=O)(NC1CCN(S(=O)(=O)c2c(F)cccc2F)C1)c1ccc2c(c1)OCCO2 (centres undefined)
    /, /, /, -16%, 7%, 6%, /, 0.5
O=C(NNC(=O)c1cc2ccccc2cc1O)NC1CCCCC1
    -0.5, -6%, 1%, 6%, 4%, 9%, -3, -3.7
Cc1cccc(NC(=O)CCCCCN2C(=O)c3ccccc3C2=O)n1
    -0.9, -4%, -2%, 3%, -20%, -1%, 1, 0.3
COC(=O)c1c(NC(=O)COC(=O)CNC(=O)c2cccc(OC(F)F)c2)sc(C)c1C
    -0.9, 5%, 12%, -12%, -5%, 14%, 5, -2.7
CC(=O)c1ccc(NC(=O)c2cccc(S(=O)(=O)N3CCN(C)CC3)c2)cc1
    0.1, -11%, -10%, 10%, 9%, -4%, 4, -3.0

# Single records (already shown):
# Results for `COc1ccc(OC)c(Cc2nnc(CCC(=O)NCc3ccsc3)o2)c1` : CCT chaperon mod: -0.7; PLK1 PBD inh: -9%; WRN inhibitor: 1%; EPAC1 agonist: 3%; EPAC2 agonist: 2%; EPAC1 antagonist: 9%; PI5P4K alpha inh: -1; IL2 activator: -1.1
# Results for `COc1ccc(C2OC(=O)CC2C(=O)NC2CCCCCC2)cc1OC` (centres undefined) : CCT chaperon mod: -0.4; PLK1 PBD inh: -9%; WRN inhibitor: -9%; EPAC1 agonist: 2%; EPAC2 agonist: 8%; EPAC1 antagonist: -1%; PI5P4K alpha inh: /; IL2 activator: 2.4

# Source: PubChem BioAssay (National Center for Advancing Translational Sciences (NCATS))
